STK33 kinase inh – inhibitors of purified STK33 kinase, primary screen, biochemical, ADP-Glo luminescence, homogeneous, cell-free. MBP phosphorylation. inhibition, % at 10 µM. AID 2661, 2010. Serine/threonine-protein kinase 33 (Homo sapiens), Q9BYT3. 320,000 compounds, 0.073% hits;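 active = inhibition at or above 25%, using the most active replicate where run in duplicate; inactive = inhibition below 25%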
Target sequence (Q9BYT3 whole entry, looked up): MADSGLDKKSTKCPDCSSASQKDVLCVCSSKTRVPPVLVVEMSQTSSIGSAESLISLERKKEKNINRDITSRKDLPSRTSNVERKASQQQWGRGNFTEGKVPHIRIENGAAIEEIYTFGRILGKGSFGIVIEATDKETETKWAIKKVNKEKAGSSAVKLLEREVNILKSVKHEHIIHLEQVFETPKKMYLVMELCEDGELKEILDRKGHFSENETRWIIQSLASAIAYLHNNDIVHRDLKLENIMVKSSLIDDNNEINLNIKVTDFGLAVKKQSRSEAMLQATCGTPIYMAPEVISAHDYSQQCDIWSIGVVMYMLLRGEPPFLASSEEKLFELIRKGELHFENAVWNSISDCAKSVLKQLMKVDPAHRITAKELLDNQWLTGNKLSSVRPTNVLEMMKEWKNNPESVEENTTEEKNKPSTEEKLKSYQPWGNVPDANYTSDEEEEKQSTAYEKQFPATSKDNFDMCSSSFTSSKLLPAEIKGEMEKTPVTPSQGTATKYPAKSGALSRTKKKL
OX1R antag-1 – antagonists of human orexin 1 receptor (OX1R). inhibition, % at 6.6 µM. AID 485270, 2010. OX1R-expressing cells, FRET antagonist read-out. Orexin/Hypocretin receptor type 1 (Homo sapiens), O43613. 330,000 compounds, 1.8% hits; in the data active = inhibition mostly above about 38%, no sharp cut-off; inactive = mostly below about 40%;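 note: 0% = agonist challenge alone and 100% = reference antagonist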
Target sequence (O43613 whole entry, looked up): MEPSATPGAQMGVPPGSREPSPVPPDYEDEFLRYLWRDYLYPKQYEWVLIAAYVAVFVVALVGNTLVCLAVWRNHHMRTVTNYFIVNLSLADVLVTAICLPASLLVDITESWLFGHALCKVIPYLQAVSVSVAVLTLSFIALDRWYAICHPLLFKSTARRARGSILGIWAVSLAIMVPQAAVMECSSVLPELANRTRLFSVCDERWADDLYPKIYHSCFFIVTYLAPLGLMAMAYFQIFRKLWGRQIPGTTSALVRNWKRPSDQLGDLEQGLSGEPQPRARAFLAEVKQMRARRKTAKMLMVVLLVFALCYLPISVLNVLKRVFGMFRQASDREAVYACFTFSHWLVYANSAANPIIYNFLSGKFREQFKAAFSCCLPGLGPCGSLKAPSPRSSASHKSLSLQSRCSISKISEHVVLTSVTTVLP
OX1R antag-2 – OX1R (HCRTR1) antagonists, primary screen, fluorescence, CHO/OX1R cells, Fluo-8 calcium, orexin A. Fluo-8 calcium fluorescence. inhibition, % at 5 µM. AID 434989, 2010. 330,000 compounds, 0.43% hits;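 active = inhibition above its plate's threshold, mean inhibition of all tested compounds on the plate plus 3 SD, cut at about 37% in these data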;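 note: 0% = orexin A challenge wells and 100% = SB-334867-A antagonist wells; not every result past the cut was called active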
An asterisk follows results filed as active; / = not tested or not shown. Hits appear at their usual frequency; about 2.2% have a hit in one of these screens.

SMILES	STK33 kinase inh	OX1R antag-1	OX1R antag-2
Cc1ccccc1NS(=O)(=O)c1cc2c(cc1C)N(C)CCO2	-0.9	1.7	-39.8
CC(=O)NCCC(=O)Nc1ccc(C)c(F)c1	/	8.6	-13.7
COc1ccc(C2(CNC(=O)c3ccccc3)CCOCC2)cc1	-3.3	10.5	-6.1
Cc1c(C)n(C)c2ccc(C(=O)NCCCN3CCCCC3C)cc12 (stereo not drawn)	-0.9	5.7	-19.6
CCOc1cc(NC(=O)c2ccccc2OC)c(OCC)cc1NC(=O)c1ccccc1	-1.7	7.3	-23.0
CCC(C)(C)C1CCc2[nH]nc(C(=O)N/N=C(\C)c3ccco3)c2C1 (stereo not drawn)	0.8	12.1	-22.2
O=C(CN(C(=O)CCC(=O)Nc1nccs1)c1ccccc1F)NCc1ccc2c(c1)OCO2	0.6	22.7	-18.7
CCN(CC)CCNC(=O)c1sc2ncn(CC(=O)Nc3ccc(C)c(Cl)c3)c(=O)c2c1C	0.9	10.1	-11.4
CN1CCN(CCC=C2c3ccccc3Sc3ccc(S(=O)(=O)N(C)C)cc32)CC1	1.0	8.3	-22.2
Cc1c(Cl)cccc1NC(=O)c1nc(C)n(-c2cc(OC(C)C)c(Cl)cc2Cl)n1	0.1	2.0	-27.3
COc1cccc(CN2CC(C(=O)N(C)CCc3ccccc3)CCC2=O)c1 (stereo not drawn)	-2.0	2.8	-4.4
O=S(=O)(CC(O)CS(=O)(=O)c1ccc(Cl)cc1)c1ccccc1 (stereo not drawn)	-0.8	6.5	-4.3
COc1cc2[nH]c(C(=O)NCC3CCCO3)cc2c(OC)c1OC (stereo not drawn)	0.1	8.8	-1.2
CN(C)CCNc1ncnc2c1sc1nc(-c3ccccc3)c3c(c12)CCCC3	2.9	1.9	-10.6
Cc1cccc(N(CC(=O)NCCSc2nc3ccccc3s2)S(=O)(=O)c2ccccc2)c1	-0.4	13.3	-43.8
CCOc1ccc2nc(N3C(=O)CNC3=S)sc2c1	-0.8	18.4	16.3
COc1ccc(C2=NN(C(=O)CSc3nnc(-c4ccccc4F)o3)C(c3ccco3)C2)cc1 (stereo not drawn)	-1.3	16.6	10.7
COc1ccc(Nc2nnc(SCC3CCCO3)s2)cc1 (stereo not drawn)	1.2	22.2	-23.2
CC(=O)c1cccc(NC(=O)COC(=O)c2ccccn2)c1	-0.1	14.2	-13.6
O=C(CCCN1C(=O)/C(=C/c2ccccc2)SC1=S)Nc1ccc(C(=O)O)c(O)c1	-4.0	25.1	-10.9
COc1ccc(Cn2c(=O)n(Cc3ccco3)c(=N)c3c4c(sc32)COC(C)(C)C4)cc1	-1.0	12.3	-33.2
COc1ccc(OC)c(C(=O)/C=C/c2ccccc2C(F)(F)F)c1	-0.8	10.1	-4.6
COC(=O)c1cc(C(=O)OCC(=O)NNC(=O)c2cccs2)cc([N+](=O)[O-])c1	-0.9	59.9*	-17.0
COc1ccccc1NS(=O)(=O)c1cc(NC(=O)COc2ccccc2)ccc1N1CCOCC1	-2.4	9.0	2.8
O=S(=O)(c1ccc(Cl)cc1)N1CCCC1c1nc(-c2cccc(Cl)c2)no1 (stereo not drawn)	-1.9	19.8	-20.5

A draw from above in order of formula weight, smallest number first:
SMILES	STK33 kinase inh	OX1R antag-1	OX1R antag-2
CCOc1ccc2nc(N3C(=O)CNC3=S)sc2c1	-0.8	18.4	16.3
COc1ccc(C2(CNC(=O)c3ccccc3)CCOCC2)cc1	-3.3	10.5	-6.1
Cc1ccccc1NS(=O)(=O)c1cc2c(cc1C)N(C)CCO2	-0.9	1.7	-39.8
CCC(C)(C)C1CCc2[nH]nc(C(=O)N/N=C(\C)c3ccco3)c2C1 (stereo not drawn)	0.8	12.1	-22.2
O=S(=O)(CC(O)CS(=O)(=O)c1ccc(Cl)cc1)c1ccccc1 (stereo not drawn)	-0.8	6.5	-4.3
COc1cccc(CN2CC(C(=O)N(C)CCc3ccccc3)CCC2=O)c1 (stereo not drawn)	-2.0	2.8	-4.4
CN(C)CCNc1ncnc2c1sc1nc(-c3ccccc3)c3c(c12)CCCC3	2.9	1.9	-10.6
COC(=O)c1cc(C(=O)OCC(=O)NNC(=O)c2cccs2)cc([N+](=O)[O-])c1	-0.9	59.9*	-17.0
O=S(=O)(c1ccc(Cl)cc1)N1CCCC1c1nc(-c2cccc(Cl)c2)no1 (stereo not drawn)	-1.9	19.8	-20.5
O=C(CCCN1C(=O)/C(=C/c2ccccc2)SC1=S)Nc1ccc(C(=O)O)c(O)c1	-4.0	25.1	-10.9
O=C(CN(C(=O)CCC(=O)Nc1nccs1)c1ccccc1F)NCc1ccc2c(c1)OCO2	0.6	22.7	-18.7
Cc1cccc(N(CC(=O)NCCSc2nc3ccccc3s2)S(=O)(=O)c2ccccc2)c1	-0.4	13.3	-43.8

Further records
SMILES	STK33 kinase inh	OX1R antag-1	OX1R antag-2
CCCN(CCC)C(=O)CCSCCC(=O)N(CCC)CCC	-1.1	3.1	-38.2
O=C1CNC(=S)N1CCc1ccc(Cl)cc1	-16.5	4.2	-6.4
Oc1ccc[n+](/C=C\c2ccccc2)c1	0.5	18.4	0.0
O=C(Nc1cccc(F)c1)N1CCCC(CNS(=O)(=O)Cc2ccccc2)C1 (stereo not drawn)	0.9	10.2	-18.8
CCOc1ccc(NC(=O)/C=C/c2ccccc2)c([N+](=O)[O-])c1	-1.0	16.8	-8.4
NS(=O)(=O)c1ccc(NC(=O)c2ccc(CNS(=O)(=O)c3cc(C(F)(F)F)ccc3Cl)cc2)cc1	0.2	16.9	-12.1
O=C(/C=C/c1ccc(N2CCOCC2)cc1)c1ccccc1	0.8	5.5	2.8
COc1ccc(NC(=O)Nc2ccc(Br)cn2)cc1OC	0.4	14.1	-13.5
c1ccc(Oc2nc3ccccc3n3cccc23)cc1	-0.9	26.5	-28.8
COc1ccc(C2C(C(=O)c3ccc(C)o3)=C(O)C(=O)N2Cc2ccco2)cc1OC (stereo not drawn)	0.1	-6.2	-28.4
CCn1cc(C(=O)N[C@H](C(=O)NCCO)C(C)C)c(=O)c2cc3c(cc21)OCO3	-0.8	6.1	-9.6
CC(=O)c1cccc(NC(=O)/C(=C/c2ccco2)NC(=O)c2ccco2)c1	0.4	36.4	-7.2
CCOC(=O)CSc1nc(C)c2ccc(C)cc2n1	0.7	23.6	-18.5
CC1CN(C(=O)CSc2nnc(-c3ccccc3)o2)CC(C)O1 (stereo not drawn)	-0.7	-5.6	-24.4
CCOC(=O)NC(NS(=O)(=O)c1ccccc1)(C(=O)OCC)C(F)(F)F (stereo not drawn)	-0.4	2.9	-1.7
O=C(NC1CCCCCC1)C1c2ccccc2C(=O)N1Cc1cccs1 (stereo not drawn)	-1.0	35.6	-18.5
O=[N+]([O-])c1ccc(-c2nc(C(Cl)Cl)c3ccccc3n2)cc1	-0.2	13.1	-19.1
Cc1nn(CCS(=O)(=O)c2ccc(Cl)cc2)c(C)c1Br	-0.2	-0.9	-9.9
COc1ccccc1NC(=O)C1CCN(C(=O)NCc2ccccc2)CC1	-3.8	4.5	-26.4
CCN(CC)S(=O)(=O)c1cccc(-c2nn(-c3ccccc3)cc2/C=C(\C#N)C(=O)NCc2ccco2)c1	-1.8	37.0	-11.2
COC(=O)[C@H](Cc1ccccc1)NC(=O)N1CCN(c2ccc(F)cc2)CC1	-0.9	10.1	14.4
O=S(=O)(c1cccc2cccnc12)N1CCCCC1	-1.0	13.7	9.8
Cc1ccc(NC2=C(Cl)C(=O)OC2OC(C)C)cc1 (stereo not drawn)	-0.5	33.4	-11.6
OCC1(CC2CCCCO2)CCN(Cc2nc3ccccc3[nH]2)CC1 (stereo not drawn)	0.6	16.6	-10.3
COc1ccccc1C(=O)NC(=O)OCCn1c(C)cnc1[N+](=O)[O-]	-0.7	38.1	-8.2

Later entries.
SMILES	STK33 kinase inh	OX1R antag-1	OX1R antag-2
O=C(OCc1nnc(-c2ccccc2)o1)c1cccc(S(=O)(=O)N2CCOCC2)c1	-0.7	24.4	-23.1
CC(C)(C)CC(=O)Nc1nn[nH]n1	-0.9	-0.1	-19.2
CC[N+]1(CC)CC2=Cc3ccccc3CC2C1 (stereo not drawn)	-0.8	22.4	3.2
COC(CNC(=O)c1ccc2c3c(onc13)-c1ccccc1C2=O)OC	5.2	43.9	-1.1
O=C(Nc1ccc([N+](=O)[O-])cc1)N1CCCCC1	1.2	0.7	-3.3
O=C(NS(=O)(=O)c1ccc(Cl)cc1)c1ccccc1	-0.4	7.6	5.2
COC(=O)c1ccc(/C=N/N2CCN(Cc3ccc(Cl)cc3)CC2)cc1	-2.7	3.5	-23.8
Cc1ccc(S(=O)(=O)N2CCOCC2)cc1NC(=O)CSc1nnc(C2CC2)n1C1CC1	0.3	3.9	-18.0
COc1ccc(CN2C(=O)NC3(CCCc4ccccc43)C2=O)cc1F (stereo not drawn)	-0.1	11.7	-24.5
CNC(=O)c1c(NC(=O)c2ccc(S(=O)(=O)N(C)c3ccccc3)cc2)sc2c1CCN(C(C)C)C2	1.4	8.6	5.5
CCOC(=O)CCNC(=O)N1CCCC(N(C)CCc2ccccc2)C1 (stereo not drawn)	-1.6	1.9	-15.9
CCn1cc(Br)c(C(=O)NC(C)c2ccccc2)n1 (stereo not drawn)	0.1	4.8	-8.2
COc1cc(/C=N/NC(=O)CN(CCc2ccccc2)S(=O)(=O)c2ccc(NC(C)=O)cc2)cc(OC)c1OC	-3.3	6.4	-32.2
CC(=O)c1cccc(-c2ccc3c(=O)[nH]c(Nc4ccccc4)cc3c2)c1	-0.1	31.0	-6.0
CC1CCCC(C)N1C(=O)COC(=O)CNC(=O)c1ccccc1F (stereo not drawn)	-2.6	0.7	-19.8
CN(C)S(=O)(=O)c1cc(NC(=O)COC(=O)CC2CC3CCC2C3)ccc1Cl (stereo not drawn)	-1.2	7.2	-13.3
O=C(CNC(=O)c1ccc(Br)o1)NNC(=O)COc1ccccc1Cl	-0.6	2.5	-6.0
C=C1C(=O)O[C@H]2[C@H]1[C@@H](O)CC(=C)[C@@H]1CC(=O)[C@@H](C)[C@H]21	0.0	8.6	0.2
O=C(Nc1cccs1)Nc1ccc(F)cc1F	-0.8	31.2	4.4
O=C(COC(=O)c1ncc(Cl)c(Cl)c1Cl)NCc1cccs1	-2.8	21.4	-10.2
CCn1nnnc1SCC(=O)Nc1nc2ccc(OC)cc2s1	-0.5	31.7	-22.2
O=S(=O)(c1ccc(F)cc1)N1CCc2ccccc2C1	-1.5	14.8	-11.3
Cc1c(O)ccc2c3c(c(=O)oc12)CCCC3	1.6	18.5	-0.6
COCCN1CCN(C(=O)c2cc(COc3ccc(F)cc3F)on2)CC1	3.8	8.4	6.9
O=C(Nc1cccnc1Cl)c1ccc(=O)oc1	8.2	9.9	-1.9

(listing goes on)
SMILES	STK33 kinase inh	OX1R antag-1	OX1R antag-2
COc1ccccc1C(=O)N1CCN(Cc2ccc3c(c2)OCO3)CC1	-0.3	14.6	-14.5
Cc1c(C(=O)NCc2ccoc2)oc2ccc3c(c12)C(=O)CC(C)(C)O3	-1.7	18.6	-25.6
Cc1ccc(OC(C)C(=O)N/N=C/c2ccccn2)cc1 (stereo not drawn)	-1.0	2.7	-17.9
CC(=O)Nc1ccc(S(=O)(=O)NCC(=O)OCC(=O)N2CCc3ccccc32)cc1	14.1	23.3	-12.7
CCOC(=O)Cn1nc(C)c(NC(=O)COc2ccc(OC)cc2)c1C	-2.2	1.8	-10.6
O=C(NNC(=S)Nc1ccc(F)cc1)c1ccccc1OC(F)F	0.4	2.1	-12.3
Cc1cccc(OCc2nnc(SCCC(=O)O)n2-c2ccccc2)c1	-1.4	11.6	-2.1
O=C(NNS(=O)(=O)c1ccc(Cl)cc1)c1cccc(S(=O)(=O)N2CCOCC2)c1	0.3	1.9	-17.1
CCC1(c2ccccc2)NC(=O)N(CC(=O)NCc2ccc(F)cc2)C1=O (stereo not drawn)	-0.1	1.1	-2.5
CC(C)NC(=O)Nc1cccs1	-0.4	15.2	-7.6
O=C(COc1ccc(S(=O)(=O)N2CCCC2)cc1Cl)NCc1ccc2c(c1)OCO2	-0.4	21.3	-12.0
O=C(N/N=C/c1c[nH]c2ccccc12)c1cccc([N+](=O)[O-])c1	0.7	41.5	-1.5
O=C(NCC(c1ccco1)N1CCc2ccccc21)c1ccccc1Cl (stereo not drawn)	-3.2	24.0	-29.1
O=C(O)c1cccc(S(=O)(=O)Nc2ccccc2Cl)c1	-0.6	16.7	-23.5
CCOC(=O)N1CCC(NS(=O)(=O)c2ccc(C)cc2)CC1	0.3	-1.2	1.4
COc1ccc2cc(CCNC(=O)c3cccc([N+](=O)[O-])c3)c(=O)[nH]c2c1	-0.3	18.7	-20.0
O=C(O)c1ccnc(C(=O)O)c1	-2.2	3.4	3.2
COc1ccc(/C(N)=N/OC(=O)CC2CCCCC2)cc1	-1.8	37.4	-8.7
COc1cc(NC(=O)c2ccc3c(c2)OCCO3)ccc1NC(=O)c1ccco1	-0.7	15.6	-41.8
CCn1nc(NS(=O)(=O)c2ccc(NC(C)=O)cc2)c2cc3cc(C)ccc3nc21	1.5	18.6	-21.8
Cc1ccc(Cc2nc(-c3ccncc3)no2)cc1	-1.2	11.0	-17.8
O=C(c1ccco1)N1CCN(CC(=O)N(C2CCCCC2)C2CCS(=O)(=O)C2)CC1 (stereo not drawn)	-0.6	12.1	-9.8
COc1ccc(C2(NC(C)=O)CCN(C(=O)c3cccs3)CC2)cc1	-2.3	7.4	-1.4
Cc1ccc(OCCCC(=O)NC(C)c2ccccc2)cc1 (stereo not drawn)	-0.8	6.3	-5.7
CCC(C)C(=O)N1CCCC(c2nc(-c3cccs3)no2)C1 (stereo not drawn)	-0.2	30.3	-28.6
Cc1cnn(-c2cc(Oc3ccccc3)ncn2)c1	-0.1	22.1	-8.7
Cc1ccc(C(C)(C)C)c(OCCCn2ccnc2)c1	2.1	21.1	-24.6

Source: PubChem BioAssay
